Assay outcomes (PubChem)
A549 tox = Nrf2 qHTS screen for inhibitors: counterscreen for cytotoxicity; A549 ARE-Fluc cells, CellTiter-Fluor viability, 18-24 h; 390,000 tested, 0.16% active; Potency, µM (doses to about 46 µM), for the others: at the top dose activity change, negative = cytotoxicity, most hits filed as inhibitors; AID 504648, 2011; also: potency is read from the fitted curve at half-maximal effect; % is scaled to controls: 0 for no effect and ±100 for the full control effect
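Cytotoxicity counterscreen: CellTiter-Fluor fluorescence was measured in A549 ARE_Fluc cells after 18-24 h of compound exposure in a concentration series. The subsequent BugLite luminescent read reports ARE-luciferase activity.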
TGFb inhibitor = qHTS for Inhibitors of TGF-b. HepG2 CAGA-GFP TGF-b/SMAD3 reporter, GFP fluorescence, 18 h; TGF-beta stimulated, 500 pg/mL final. AID 588855, 2011. Potency, µM (doses to about 46.1 µM), inactives show top-dose activity, negative = inhibition, usual class: inhibitors. 410,000 tested, 1.2% active; also: potency is read from the fitted curve at half-maximal effect; % is scaled to controls: 0 for no effect and ±100 for the full control effect; nearly all actives have a fitted effect of over 65% in size
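TGF-beta reporter screen: HEPG2 CAGA-GFP, 1% FBS, 500 pg/mL TGF-beta final, 18 h; per-cell GFP summed per well; curves fitted and categorized by class.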
pAkt inh = HTS Assay for Inhibitors of Akt Phophorylation: Primary Screen. activity change, % for hits at 50 µM. AID 651550, 2012. 360,000 tested, 0.32% active. Neuro2A IGF-stimulated pAkt S473 HTRF, 20 min; hits give low values; in the data active = activity change below about -80%; inconclusive = mostly about -51% to -80%; also: % is scaled to controls: 0 for no effect and ±100 for the full control effect
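Neuro2A cells (4,500/well, DMEM with 0.5% FBS) were treated with compound at a single 50 µM final concentration, stimulated with 6 nM IGF for 20 min at 37 °C, and lysed. Phospho-Akt Ser473 was read by HTRF as 665/615 ratio ×10^4.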
HepG2 viability = qHTS for Inhibitors of TGF-b: Cytotox Counterscreen; HepG2 CAGA-GFP viability, ATP luminescence, 18 h; Potency, µM (doses to about 46.1 µM), for inactives: top-dose activity change, negative = cytotoxicity, usual class: cytotoxic; 410,000 tested, 0.76% active; AID 588856, 2011; also: potency is read from the fitted curve at half-maximal effect; some results filed as inactive show a strong effect at the top dose
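CellTiter-Glo luminescence gave cytotoxicity after 18 hours at 37 degrees C. The cells were HepG2 CAGA-GFP in 1% FBS DMEM, stimulated with 500 pg/mL TGF-beta after compound addition. %Activity was normalised to no-cell wells (complete cell-killing) and DMSO (no toxicity), and curves were fitted and classified.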
ATXN viability = Viability Counterscreen for Primary qHTS for Inhibitors of ATXN expression; S2 cells (HEK-293 line with an ATXN2-luciferase reporter) viability, CellTiter-Fluor protease fluorescence, 24 h; Potency, µM (titrated, usually from 56.7 µM), hits mostly cytotoxic; 400,000 tested, 0.49% active; AID 651635, 2014; also: potency is read from the fitted curve at half-maximal effect; nearly all actives have a fitted effect of over 40% in size
Nrf2 inh = Nrf2 qHTS screen for inhibitors. 360,000 tested, 2.1% active. Potency, µM (series often up to 46 µM), inactives show top-dose activity change, negative = inhibition, usual class: inhibitors. AID 504444, 2011. A549 ARE-Fluc reporter, luciferase luminescence, 18-24 h; also: potency is read from the fitted curve at half-maximal effect; % is scaled to controls: 0 for no effect and ±100 for the full control effect; nearly all actives have a fitted effect of over 60% in size
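Concentration-response testing used A549 ARE_Fluc cells at 5000 cells/well. Following an 18-24 h compound incubation, viability was read by fluorescence (Ex 405/Em 525) and luciferase output by luminescence.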
Nrf2 ARE act = qHTS of Nrf2 Activators. AREc32 ARE-luciferase reporter (MCF7-derived line), luminescence, 24 h. Potency, µM (top dose mostly 46.1 µM), inactives show at the highest dose activation, actives largely listed as activators. 410,000 tested, 0.31% active. AID 624171, 2012; also: potency is read from the fitted curve at half-maximal effect; % of control where 0% means no effect; nearly all actives have a fitted effect of over 65% in size
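Nrf2 activation is followed as ARE-luciferase induction in the AREc32 line after one day of compound treatment; luminescence is read with Steady-Glo.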
CCT modulator = High-Throughput Screening for Modulators of Cytosolic Chaperonin Activity. purified chaperonin ATPase assay, HTRF ADP detection, 30 min. activity change, % (no concentration beside the values), hits read low. 360,000 tested, 0.3% active. AID 651819, 2012; in the data active = activity change below about -30%; also: % is scaled to controls: 0 for no effect and ±100 for the full control effect
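Nucleotide hydrolysis assay: TRiC at 20–40 nM final (set by batch activity) with 10 uM ATP, 30 min at 37 °C, in presence of 76 uM compound. Detection by competitive ADP HTRF, 30 min ambient.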
MmCpn inh = Inhibitors of TCP-1 ring complex (TRiC) of Methanococcus maripaludis (MmCpn): qHTS; Chaperonin Mm-Cpn (Methanococcus maripaludis); purified Mm-Cpn ATPase, ADP Transcreener TR-FRET; Potency, µM (series often up to 76.9 µM), without a hit: at the top dose activity, negative = inhibition, actives largely listed as inhibitors; 330,000 tested, 0.031% active; also: potency is read from the fitted curve at half-maximal effect; % is scaled to controls: 0 for no effect and ±100 for the full control effect; nearly all actives have a fitted effect of over 80% in size
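25 nM Mm-CPN + cpd, 10 min 37°C; + 10 uM ATP, 30 min 37°C; buffer 30 mM Tris pH 7.4, 100 mM KCl, 5 mM MgCl2, 1 mM DTT; Transcreener ADP HTRF detection 30 min RT.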
* = called active by the depositor; i = inactive; ? = inconclusive; . = not tested or not shown; & = joins results of further samples; [ ] = dose if it differs, or a comment. Unless noted, calls follow the shape of the dose curve; as a rule, active = well fitted curve in the direction sought with a large enough effect; inconclusive = small, poorly fitted or top-dose-only effect, or another doubt; inactive = no such curve, though single readings can be large; an effect the other way counts as inactive or inconclusive.

Under each structure: A549 tox	ATXN viability	CCT modulator	pAkt inh	Nrf2 ARE act	TGFb inhibitor	MmCpn inh	HepG2 viability	Nrf2 inh
1	O=C(CN1C(=O)c2ccccc2C1=O)N1CCOCC1
  -3%	i	-1.4	i	0.4%	9%	-1%	2%	4%
2	CCc1c(C)c2ccc(O)c(CN3CCCC3)c2oc1=O
  10%	.	-0.5	i	-0.1%	30%	-12%	11%	10%
3	Cc1cc2n(n1)C(c1c[nH]c3ccccc13)Nc1ccccc1-2 (configuration not stated)
  -3%	i	-0.8	i	17%	?	-2%	-30%	2%
4	COCC(=O)N[C@@H]1c2ccccc2CC[C@@H]1OCc1ccccc1
  12%	i	-1.8	i	-0.1%	4%	0%	2%	5%
5	COc1ccc2nc(/C=N/NC(=O)CCNC(=O)OC(C)(C)C)ccc2c1
  1%	i	-0.9	i	3.9%	-1%	1%	8%	15%
6	CCCCOc1cccc(C(=O)Nc2cc3nn(-c4ccc(F)cc4)nc3cc2C)c1
  1%	i	.	.	4.1%	?	.	-14%	?
7	O=C(O)CN1C(=O)C2C3CCC(C3)C2C1=O (configuration not stated)
  .	.	1.3	i	-1.3%	3%	.	3%	.
8	O=[N+]([O-])c1ccc(N2CCOCC2)cc1
  -14%	?	0.8	i	-0.4%	-8%	.	-26%	12%
9	Nc1c(C(=O)O)cnc2c(-c3ccc(Cl)cc3)cnn12
  -16%	?	-2.7	i	4.5%	-22%	0%	-38%	?
10	Cc1ccc(N2CC(C(=O)N3CCC(c4nc5ccccc5[nH]4)CC3)CC2=O)cc1C (configuration not stated)
  ?	i	1.8	i	-1.9%	-2%	-3%	-6%	-1%
11	COCCN1C(=O)c2oc3cc(C)cc(C)c3c(=O)c2C1c1cccc(O)c1 (configuration not stated)
  1%	i	.	.	0.2%	-12%	.	-22%	0%
12	COc1ccc2[nH]c(=O)c(CN(CCc3cccc(C)c3)C(C)=O)cc2c1
  -1%	i	-0.7	i	-0.2%	0%	-2%	-37%	7%
13	CC(=O)N1c2ccc(S(=O)(=O)N3CCN(c4cccc(Cl)c4)CC3)cc2CC1C (configuration not stated)
  21%	i	.	.	-1.1%	-8%	.	-2%	?
14	COc1ccc(NC(=O)[C@@H]2[C@@H]3C(=O)N(C4CCCCC4)C(=O)[C@@H]3C3c4ccccc4C=CN32)cc1 (some centres not stated)
  -1%	?	-0.6	i	4.5%	-16%	-2%	4%	.
15	COC(=O)C1=C(CSc2nc3c(cc2C#N)CN(C)CC3)OC(N)=C(C#N)C1c1ccc(F)cc1 (configuration not stated)
  -3%	i	-1.7	i	2.5%	-1%	-8%	4%	-1%
16	CC(=O)N(/N=C1/C(=O)Nc2ccccc21)c1ccccc1
  -9%	i	1.0	i	9.0%	0%	?	4%	?
17	C=CCn1c(=O)c2ccc(C(=O)NCc3ccccc3)cc2n(Cc2ccc(C)cc2)c1=O
  -2%	i	-5.9	i	0.5%	-12%	3%	-23%	?
18	Cc1ccc(NC(=O)c2ccc(S(=O)(=O)NCC3CCCO3)cc2)cc1C (configuration not stated)
  2%	i	-1.5	i	-0.4%	-2%	1%	21%	2%
19	COC(=O)N/N=C/c1ccccc1OCCOc1ccc(OC)cc1
  0%	i	0.4	i	-0.1%	-28%	3%	-26%	-8%
20	CCn1c(N2CCN(CC(=O)c3c(C)n(C)c4ccc(OC)cc34)CC2)nc2c1c(=O)[nH]c(=O)n2C
  -6%	i	-0.1	i	1.7%	-14%	-3%[15.4 µM]	-18%	?
21	Cc1c2cnn(-c3ccccc3)c(=O)c2c(C)n1C(C)C(=O)Nc1ccccc1C(F)(F)F (configuration not stated)
  0%	i	.	.	4.2%	?	.	-28%	?
22	CCNS(=O)(=O)c1cc(OC)c(Cl)cc1OC
  6%	i	1.0	i	0.4%[9.22 µM]	-10%	-1%	-9%	-10%
23	O=C(NCc1ccco1)C1CCN(S(=O)(=O)c2cccc3cccnc23)CC1
  8%	i	-0.5	i	-0.1%	-6%	3%	-3%	-5%
24	O=C(CN(C(=O)CNC(=O)c1ccco1)c1ccccc1F)NC1CCCCC1
  1%	i	-2.2	i	-0.7%	23%	-1%	-36%	4%
25	Cn1cc(/C=C/C(=O)N2CCCC(C(=O)c3cccc(C(F)(F)F)c3)C2)cn1 (configuration not stated)
  3%	i	-0.7	i	-0.4%	5%	3%	17%	-3%
26	CN(Cc1cccs1)C(=O)CSc1nc2ccccc2[nH]1
  ?	i	-1.0	i	10%	-18%	1%	-2%	?
27	Cc1nn(C)c(Cl)c1CN1CCC(n2nccc2NC(=O)C2CCCC2)CC1
  -4%	i	0.6	i	-0.2%	-1%	-2%	4%	-20%
28	O=C(Nc1ccc2c(c1)OCO2)C1CCCN1C(=O)OCc1ccccc1 (configuration not stated)
  2%	i	0.2	i	-0.7%	11%	-2%	-2%	-8%
29	CCOC(=O)C(CC(=O)O)NCc1ccco1 (configuration not stated)
  0%	.	-1.2	i	-0.9%	1%	-2%	0%	0%
30	COc1ccc(NC(=O)CSCc2ccc(C#N)cc2)c(OC)c1
  -2%	i	-0.6	i	-0.5%	-4%	0%	18%	4%
31	CCCn1c(=S)[nH]c2cc(C(=O)N3CCCC(C(=O)OCC)C3)ccc2c1=O (configuration not stated)
  ?	i	-1.5	i	3.4%	-26%	1%	-9%	?
32	CCCCn1nc(NC(=O)c2cccs2)c2cc3ccccc3nc21
  -18%	.	1.2	i	-0.3%	?	-8%	4%	12µM*
33	Cn1nc(C(=O)NC2CCCCC2)c2c1-c1ccccc1S(=O)(=O)C2
  1%	i	-0.3	i	-0.1%	3%	1%	-13%	-16%
34	COc1cccc2cc(C(=O)N3C(C)CCCC3C)c(=O)oc12 (configuration not stated)
  -1%	i	-1.4	i	-2.0%	2%	-2%	6%	2%
35	Cc1cc2c(cc1C)N(C(=O)CSC1=NCCS1)C(C)(C)c1ssc(=S)c1-2
  -16%	i	-4.6	i	-0.2%	?	2%	0%	?
36	CC(=O)N(c1ccc(Cl)cc1)c1cn(C(C)=O)c2ccccc12
  0%	i	-0.9	i	-0.3%	-9%	2%	-11%	2%
37	Cc1cc(C2=NNC(=Nc3ccccc3)SC2)c(C)n1C
  -7%	?	-2.4	i	-0.4%	11%	-2%	21%	7%
38	Cc1cc2c(Nc3ccccc3)ncnc2s1
  -1%	i	0.1	i	3.7%	-1%	-1%	-1%	-7%
39	Cc1c(C(=O)NNS(=O)(=O)c2ccccc2Cl)sc(=S)n1C
  -1%	i	1.2	i	3.6%	15%	1%	0%	1%
40	Cn1c(=O)n(C)c2cc(S(=O)(=O)NCCO)ccc21
  -5%	i	1.5	i	0.4%	3%	0%	-5%	6%
41	Cc1ccccc1-n1cnc2c(sc3nc(N4CCOCC4)c4c(c32)CCCC4)c1=O
  -17%	i	2.2	i	0.1%	16%	-1%	1%	21µM*
42	CN1CCC(C)(C(=O)Nc2ccc3c(c2)OCCO3)C1 (configuration not stated)
  .	i	1.2	i	-1.2%[9.22 µM]	1%	.	6%	.
43	CCn1ncc(Br)c1C(=O)Nc1ccc(C(C)C)cc1
  4%	i	-0.5	i	4.9%	3%	2%	-17%	-88%
44	CCC1CCCCN1c1nc(-c2ccncc2)nc2ccccc12 (configuration not stated)
  -5%	i	-1.0	i	0.5%	15%	-2%	-40%	?
45	COC(=O)c1sc(-c2ccc(Cl)cc2)cc1N
  -4%	i	-40*	i	6.8%	10%	-16%	-2%	?
46	O=C(O)c1cccc(NC(=S)NC(=O)c2cccc(OCc3ccccc3)c2)c1
  0%	i	-1.0	i	-0.3%	-5%	1%	-31%	7%
47	O=C(NC1CCN(C(=O)NCc2ccccc2)CC1)c1ccco1
  -4%	i	-0.6	i	-0.4%	3%	1%	1%	10%
48	CC(=O)Nc1ccc(S(=O)(=O)NCC2CCC(C(=O)NCCc3ccccc3)CC2)cc1 (configuration not stated)
  0%&14%	i	-1.6	i	-0.5%&-1.5%	12%&0%	-20%	1%&9%	-1%
49	COc1ccccc1CNCC(=O)NCc1ccc(C)cc1
  18%	i	-1.7	i	0.4%	1%	-1%	-1%	2%
50	CC(C)(C)c1ccc(S(=O)(=O)N2CC(=O)Nc3ccccc32)cc1
  -1%	i	-3.6	i	0.1%	-4%	2%	8%	-23%
51	COc1cccc(-c2nnn(CC(=O)Nc3ccc(C)cc3C)n2)c1OC
  -4%	i	0.0	i	-0.6%	13%	-2%	7%	?
52	CCCOc1ccc(NC(=O)CC2C(=O)N(c3cccc(OC)c3)C(=O)N2CCc2ccncc2)cc1 (configuration not stated)
  -3%	.	.	.	0.0%	-18%	.	-15%	-19%
53	C=C(C)c1cccc(C(C)(C)NC(=O)N2CCCCC2CC)c1 (configuration not stated)
  1%	i	-0.3	i	-0.6%	-5%	1%	-7%	-28%

From entry 28 to 31, copied from above:
Under each structure: A549 tox	ATXN viability	CCT modulator	pAkt inh	Nrf2 ARE act	TGFb inhibitor	MmCpn inh	HepG2 viability	Nrf2 inh
28	O=C(Nc1ccc2c(c1)OCO2)C1CCCN1C(=O)OCc1ccccc1 (configuration not stated)
  2%	i	0.2	i	-0.7%	11%	-2%	-2%	-8%
29	CCOC(=O)C(CC(=O)O)NCc1ccco1 (configuration not stated)
  0%	.	-1.2	i	-0.9%	1%	-2%	0%	0%
30	COc1ccc(NC(=O)CSCc2ccc(C#N)cc2)c(OC)c1
  -2%	i	-0.6	i	-0.5%	-4%	0%	18%	4%
31	CCCn1c(=S)[nH]c2cc(C(=O)N3CCCC(C(=O)OCC)C3)ccc2c1=O (configuration not stated)
  ?	i	-1.5	i	3.4%	-26%	1%	-9%	?
